RGS4 inh – Inhibitors of Regulator of G Protein Signaling (RGS) 4: qHTS; Regulator of G-protein signaling 4 (Homo sapiens), P49798; Transcreener GDP fluorescence polarization, RGS4-accelerated GTP hydrolysis; Potency, µM (doses to about 114 µM), inactives show at the highest dose activity change, negative = inhibition, actives largely listed as inhibitors; 0.039% of 390,000 active; AID 504845, 2011; further: nearly all actives have a fitted effect of over 75% in size; some results filed as inactive show a strong effect at the top dose
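MLSMR compounds (23 nl, pin-transferred) preincubated 10 min at room temperature with a 500nM (2x) first reagent, then RGS4 at 900nM (2x) plus Transcreener GDP mix added; fluorescence polarization (620/688 nm) read before and after 90 min at 30 °C.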
rTrxR1 inhibitor – qHTS Assay for Inhibitors of Mammalian Selenoprotein Thioredoxin Reductase 1 (TrxR1): qHTS; Thioredoxin reductase 1, cytoplasmic (Rattus norvegicus), O89049; recombinant rTrxR1, NADPH fluorescence consumption, selenite substrate; Potency, µM (top dose mostly 114 µM), for the others: at the top dose activity change, negative = inhibition, most hits filed as inhibitors; 1% of 390,000 active; AID 588453, 2011; further: nearly all actives have a fitted effect of over 65% in size
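Rat TrxR1 (90 nM in the dispensed reagent) was pre-reduced with 400 uM NADPH for 5 min at room temperature, then incubated with compound for 15 min. After 400 uM selenite was added, NADPH fluorescence (Ex 340/Em 450 nm) was followed for 8 min.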
ALOX12 inh – Primary qHTS assay for inhibitors of human arachidonate 12S-lipoxygenase (ALOX12): Round 2; Polyunsaturated fatty acid lipoxygenase ALOX12 (Homo sapiens), P18054; purified 12hLO, xylenol orange hydroperoxide absorbance; Potency, µM (doses to about 108 µM), for inactives: at the top dose activity change, negative = inhibition, most hits filed as inhibitors; 1.1% of 580,000 active
Target sequence (P18054 whole entry, looked up): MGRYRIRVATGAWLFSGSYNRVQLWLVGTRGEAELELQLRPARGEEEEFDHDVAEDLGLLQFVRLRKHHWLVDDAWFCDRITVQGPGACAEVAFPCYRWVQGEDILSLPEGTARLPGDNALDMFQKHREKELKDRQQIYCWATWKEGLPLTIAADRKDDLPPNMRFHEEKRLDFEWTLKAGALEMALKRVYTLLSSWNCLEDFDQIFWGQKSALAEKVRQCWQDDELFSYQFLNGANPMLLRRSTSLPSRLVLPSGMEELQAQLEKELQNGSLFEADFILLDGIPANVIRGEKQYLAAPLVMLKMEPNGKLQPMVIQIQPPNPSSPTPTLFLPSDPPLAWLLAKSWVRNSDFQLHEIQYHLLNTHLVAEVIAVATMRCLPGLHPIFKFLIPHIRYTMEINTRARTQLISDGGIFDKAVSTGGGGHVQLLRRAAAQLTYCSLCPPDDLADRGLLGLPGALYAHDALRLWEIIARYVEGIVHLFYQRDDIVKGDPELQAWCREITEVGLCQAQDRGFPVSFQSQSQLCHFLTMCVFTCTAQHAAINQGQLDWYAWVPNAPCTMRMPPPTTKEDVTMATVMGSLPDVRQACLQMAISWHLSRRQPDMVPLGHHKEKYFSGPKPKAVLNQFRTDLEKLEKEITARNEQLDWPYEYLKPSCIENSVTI
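Purified human 12hLO at 150 nM in 25 mM Hepes, 0.01% Triton X-100, pH 7.0, preincubated 15 min at room temperature with compound. Reaction started with 40 uM arachidonic acid, 30 min at room temperature. Hydroperoxide measured by Fe-xylenol orange, 573/405 nm absorbance ratio.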
Vif-APOBEC3G blk – qHTS for Inhibitors of Vif-A3G Interactions: qHTS. HeLa A3G-eYFP + Vif (tagged APOBEC3G with the HIV-1 protein that degrades it), YFP fluorescence, overnight. AID 602310, 2012. Potency, µM (top dose mostly 46.1 µM), without a hit: top-dose activity, negative = active, actives largely listed as inhibitors. DNA dC->dU-editing enzyme APOBEC-3G (Homo sapiens), Q9HC16. 0.076% of 410,000 active;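 further: nearly all actives have a fitted effect of over 60% in size; hits raise eYFP signal because A3G escapes Vif-driven loss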
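Read-out is eYFP fluorescence (Ex 488/Em 500-530) from Vif-expressing HeLa A3G-eYFP cells; more signal means A3G escaped Vif-mediated degradation. Cells plated overnight, compound pinned in, incubated overnight at 37 deg C.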
TrxR1 substrate – qHTS Assay for Substrates of Mammalian Selenoprotein Thioredoxin Reductase 1 (TrxR1): qHTS; Potency, µM (series often up to 114 µM), without a hit: at the top dose activity change, negative = substrate turnover; 0.01% of 390,000 active; purified TrxR1 substrate turnover, NADPH consumption readout; further: nearly all actives have a fitted effect of over 50% in size
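Rat TrxR1, dispensed at 90 nM, was prereduced with 400 uM NADPH (final) for 5 min at ~22 deg C, then incubated with compound 15 min before 400 uM selenite. A first-read NADPH fluorescence drop versus no-compound background flagged substrates.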
* hit, by the source's call; ? = inconclusive; · = not tested or not shown; [ ] = dose if it differs, or a comment. The call rests on the fitted dose curve; in most records, active means well fitted curve in the direction sought with a large enough effect; inconclusive means small, poorly fitted or top-dose-only effect, or another doubt; inactive means no such curve, though single readings can be large; an effect the other way counts as inactive or inconclusive. On the % scale 0 is the no-effect control and ±100 the full control effect; potency means the concentration at half of the fitted maximal effect. An excerpt, so the mix of outcomes need not match the whole.

A first look:
1	C[C@@H]1COC(Nc2ccc3ncnc(Nc4ccc(OCc5nccs5)c(Cl)c4)c3c2)=N1
2	O=C(c1ccc(C(=O)N2CCC(N3CCCC3)CC2)c(Nc2ccccc2)c1)N1CCC(N2CCCC2)CC1
3	CC1(C)OC2CC(=O)OCC23C1CC(=O)C1(C)C3CCC2(C)C(c3ccoc3)OC(=O)C3OC321 (stereo unspecified)
4	NS(=O)(=O)c1ccc(NC2=CC(=O)c3ccccc3C2=O)cc1
5	COc1cc2c(Oc3ccc(NC(=O)C4(C(=O)Nc5ccc(F)cc5)CC4)cc3F)ccnc2cc1OCCCN1CCOCC1
6	Cn1c(=O)c2[nH]c(Br)nc2n(C)c1=O

Compound | 1 | 2 | 3 | 4 | 5 | 6
RGS4 inh | · | · | · | · | · | ·
rTrxR1 inhibitor | · | · | · | · | · | ·
ALOX12 inh | -3%[57.4 µM] | -12%[57.4 µM] | 14% | ? | 8%[57.4 µM] | ?
Vif-APOBEC3G blk | · | · | · | · | · | ·
TrxR1 substrate | · | · | · | · | · | ·

Main list (from the top)
1	C[C@@H]1COC(Nc2ccc3ncnc(Nc4ccc(OCc5nccs5)c(Cl)c4)c3c2)=N1
2	O=C(c1ccc(C(=O)N2CCC(N3CCCC3)CC2)c(Nc2ccccc2)c1)N1CCC(N2CCCC2)CC1
3	CC1(C)OC2CC(=O)OCC23C1CC(=O)C1(C)C3CCC2(C)C(c3ccoc3)OC(=O)C3OC321 (stereo unspecified)
4	NS(=O)(=O)c1ccc(NC2=CC(=O)c3ccccc3C2=O)cc1
5	COc1cc2c(Oc3ccc(NC(=O)C4(C(=O)Nc5ccc(F)cc5)CC4)cc3F)ccnc2cc1OCCCN1CCOCC1
6	Cn1c(=O)c2[nH]c(Br)nc2n(C)c1=O
7	Cn1cc(-c2ccc3nnc(C(F)(F)c4ccc5ncccc5c4)n3n2)cn1
8	CC1CCN(c2cc(N3CCN(C)CC3)ccc2NC(=O)c2cc(C#N)c[nH]2)CC1
9	CN1C(=O)C2(CCN(C(=O)c3cccc(F)c3)C2)c2ccccc21 (stereo unspecified)
10	CN1CCN(CCOc2cc(OC3CCOCC3)c3c(Nc4c(Cl)ccc5c4OCO5)ncnc3c2)CC1

Compound | 1 | 2 | 3 | 4 | 5 | 6 | 7 | 8 | 9 | 10
RGS4 inh | · | · | · | · | · | · | · | · | · | ·
rTrxR1 inhibitor | · | · | · | · | · | · | · | · | · | ·
ALOX12 inh | -3%[57.4 µM] | -12%[57.4 µM] | 14% | ? | 8%[57.4 µM] | ? | -6%[57.4 µM] | -4%[57.4 µM] | 40% | -10%[57.4 µM]
Vif-APOBEC3G blk | · | · | · | · | · | · | · | · | · | ·
TrxR1 substrate | · | · | · | · | · | · | · | · | · | ·

Profiles, looked up by structure. Order of screens: RGS4 inh, rTrxR1 inhibitor, ALOX12 inh, Vif-APOBEC3G blk, TrxR1 substrate
Shown for `CN1CCN(CCOc2cc(OC3CCOCC3)c3c(Nc4c(Cl)ccc5c4OCO5)ncnc3c2)CC1` = ·, ·, -10%[57.4 µM], ·, ·
Shown for `COc1cc2c(Oc3ccc(NC(=O)C4(C(=O)Nc5ccc(F)cc5)CC4)cc3F)ccnc2cc1OCCCN1CCOCC1` = ·, ·, 8%[57.4 µM], ·, ·

(continued)
11	O=C(CO)N1CCC(c2[nH]nc(-c3ccc(Cl)cc3)c2-c2ccncn2)CC1
12	Cc1ccccc1C(=O)Nc1ccc(C(=O)N2CCCC(O)c3cc(Cl)ccc32)c(C)c1 (stereo unspecified)
13	COc1ccc(-n2nc(C(N)=O)c3c2C(=O)N(c2ccc(N4CCCCC4=O)cc2)CC3)cc1
14	COc1c(Cl)cc2c([nH]c3cnccc32)c1NC(=O)c1cccnc1C
15	CC#CCn1c(N2CCC[C@@H](N)C2)nc2c1c(=O)n(Cc1nc(C)c3ccccc3n1)c(=O)n2C
16	O=C([C@@H]1C[C@H](F)CN1S(=O)(=O)c1ccc(C(F)(F)F)cc1)N1CCCCC1
17	Cc1cc(CC(C)CC(C)(C)C)n(O)c(=O)c1 (stereo unspecified)
18	CCC(C)[C@@H](N)C(=O)O (stereo partly specified)

Compound | 11 | 12 | 13 | 14 | 15 | 16 | 17 | 18
RGS4 inh | · | · | · | · | · | · | · | ?
rTrxR1 inhibitor | · | · | · | · | · | · | -7% | ·
ALOX12 inh | -23%[57.4 µM] | 6%[57.4 µM] | 22%[57.4 µM] | 6%[57.4 µM] | -7%[57.4 µM] | 15% | · | -23%
Vif-APOBEC3G blk | · | · | · | · | · | · | -12% | ·
TrxR1 substrate | · | · | · | · | · | · | -5% | ·

Bioassay records from PubChem BioAssay.
